# Screening results from PubChem.
# M18AAP inhibitor – PfM18AAP enzyme inhibition. AID 1822. inhibition, % at 7.35 µM. recombinant PfM18AAP, H-Glu-NHMec fluorogenic cleavage. 290,000 tested, 1.2% active;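 active = inhibition above the campaign mean inhibition over all tested compounds plus 3 SD, cut at about 28% in these data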;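 note: 0% = plate median of test compound wells and 100% = 2 mM ZnCl2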
# MEKK2 mut-MEK5 – signal of MEK5 binding to mutant human MEKK2 PB1 domain. AID 1530. bead flow cytometry, Alexa488-MEK5 binding to MEKK2 mutant. 290,000 tested, 0.35% active. percent response, % at 10 µM; in the data active = percent response above about 24%, passing the limit was not always enough; note: inactives centre near 1; some results filed as inactive read as strong as hits
# HCV NS3 hel inh – inhibitors of Hepatitis C virus NS3 helicase; NS3 helicase DNA unwinding, Cy5 molecular beacon fluorescence; inhibition, % at 10.9 µM; 290,000 tested, 0.56% active;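 active = inhibition above the mean of all tested compounds plus 3 SD, set per campaign, cut at about 35% in these data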;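 note: 0% = DMSO wells and 100% = thioflavine S control wells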
#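 Material: hepatitis C virus NS3 helicase domain fragment enzyme; measured by: Cy5 fluorescence, 0 and 60 min reads; control set: DMSO and thioflavine S; incubation: 60 min unwinding reaction at 25 °C after ATP addition; read-out basis: % inhibition from 60/0 min fluorescence ratio, DMSO 0%, thioflavine S 100%; repeats: singlicate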
# MEKK2wt PB1 HTS – raises or lowers MEK5 binding to wildtype human MEKK2 PB1 domain | Q9Y2U5 | 290,000 tested, 1.1% active | AID 1531 | binding response (% of control), % at 10 µM | bead flow cytometry, Alexa488-MEK5 binding to MEKK2 WT; actives lie on both sides; in the data active = binding response below about 67% or above about 130%
# VIM-2 inh – inhibitors of Pseudomonas aeruginosa VIM-2 metallo-beta-lactamase | purified VIM-2, nitrocefin hydrolysis, epi-absorbance fluorescence | inhibition, % at 5.6 µM | 290,000 tested, 0.89% active;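 active = inhibition above the mean of all tested compounds plus 3 SD, cutoff set per screening run, cut at about 7.5% in these data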;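 note: red hydrolysis product quenches plate fluorescence so inhibitors raise well fluorescence; 0% = enzyme with DMSO and 100% = DMSO without enzyme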
# NALP1 inh – NALP1 inhibition; inhibition, % at 10 µM; S. cerevisiae NALP1/ASC/caspase-1 growth, X-gal OD620, 72 h; 280,000 tested, 0.61% active; in the data active = inhibition mostly above about 24%, no sharp cut-off; inactive = mostly below about 32%; note: some compounds called inactive have numbers as strong as hits
# UBC9 SUMO inh – blocks human SUMOylation mediated by UBC9; P63279; AID 2006; 290,000 tested, 0.36% active; HTRF SUMOylation assay, SAE1/SAE2 + UBC9, in vitro; inhibition, % at 35 µM; in the data active = inhibition above about 50%, passing the limit was not always enough; note: strong numbers were not always called active
# Target sequence (P63279 whole entry, looked up): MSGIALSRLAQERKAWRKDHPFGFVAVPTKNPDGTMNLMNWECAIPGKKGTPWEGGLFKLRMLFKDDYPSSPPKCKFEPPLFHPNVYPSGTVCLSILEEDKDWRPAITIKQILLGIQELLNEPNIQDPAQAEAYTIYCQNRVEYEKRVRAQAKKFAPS
# DNA FID counter – fluorescent intercalator displacement, NS3 helicase counter-screen; DNA fluorescent intercalator displacement, fluorescence; inhibition, % at 7.9 µM; 290,000 tested, 0.17% active; AID 1845; in the data active = inhibition above about 37%;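 note: 0% = vehicle and 100% = reference compound; higher means more ethidium bromide displaced from hairpin DNA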
# IMP-1 inh – inhibitors of Pseudomonas aeruginosa IMP-1 metallo-beta-lactamase | inhibition, % at 5.6 µM | purified IMP-1, nitrocefin hydrolysis, epi-absorbance fluorescence | AID 1556 | 290,000 tested, 0.45% active;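 active = inhibition above the mean plus 3 SD of all compounds in the same screening run, cut at about 4.5% in these data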;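 note: 0% = IMP-1 with DMSO and 100% = DMSO wells lacking enzyme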
#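 System – purified recombinant IMP-1 beta-lactamase · Input – IMP-1 dispensed at 0.2 nM · Timing – 15 min preincubation plus 25 min reaction at 25 °C · Signal – Epi-absorbance fluorescence, 480 nm excitation, 530 nm emission · Measure – percent IMP-1 inhibition derived from blank-referenced optical density · Controls – Enzyme-plus-DMSO low control, enzyme-free DMSO high control · Replication – singlicate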
# * marks the source's active call; other numbers are inactive results; · = no result given.
SMILES,M18AAP inhibitor,MEKK2 mut-MEK5,HCV NS3 hel inh,MEKK2wt PB1 HTS,VIM-2 inh,NALP1 inh,UBC9 SUMO inh,DNA FID counter,IMP-1 inh
Cc1cccc(N2CCN(Cc3ccc(Br)o3)CC2)c1C,3,12,-8,108,-2.8,-22,2,-1,-0.2
Clc1ccccc1OCc1nc(-c2ccncc2)no1,-1,-1,4,100,-1.2,9,16,-6,-4.2
CC(=O)CSc1nnc(-c2ccc(S(=O)(=O)N3CCCC3)cc2)n1C,3,2,22,102,-2.1,-1,1,-17,-0.4
COc1cccc(NC(=O)Cc2c(O)c3ccccc3[nH]c2=O)c1,8,0,-5,95,-5.0,11,-5,-3,-2.5
COc1ccc(-n2c(C)nnc2SCC(=O)Nc2ccccc2F)cc1,-6,-5,-8,100,0.4,2,-12,-17,0.0
CN(C(=O)CSc1nc(N)c2c3c(sc2n1)CSC(C)(C)C3)c1ccccc1,1,-12,-11,97,-0.8,25,5,-28,-1.0
Cc1ccc(C)c(Cn2c(O)c(N=NC(=S)Nc3ccccc3F)c3ccccc32)c1,-1,-8,3,84,-1.9,7,-8,-3,-1.0
COc1ccc(N=C2NC(=O)C(CC(=O)NCCc3ccc(OC)c(OC)c3)S2)cc1 (stereo not drawn),-15,-3,-6,93,3.2,-5,8,-16,1.3
Cc1cc(C)n(CCCN2CCC(C(=O)Nc3cccc(-c4cccc(F)c4)c3)CC2)n1,0,25*,-42,158*,-1.7,11,0,24,-1.3
O=C(Cn1c(=S)nc2ccccn21)N1CCc2ccccc2C1,-2,-5,-5,97,-0.6,6,5,-5,-5.5
CCOC(=O)Cc1nc2nc(C)cc(C)n2n1,3,2,3,110,-3.1,1,11,-5,-2.2
COC(=O)CNc1nc(C2CC2)nc2c1nnn2Cc1ccccc1Cl,-12,6,-7,108,0.6,-2,-14,-3,0.2
Cc1ccccc1N1CCN(C2CCCN(C(=O)c3noc4c3CCCC4)C2)CC1 (stereo not drawn),-8,9,-6,112,-1.6,13,2,-10,-2.7
O=C(Cc1c[nH]c2ccccc12)NCc1ccc(Cl)cc1Cl,-3,2,13,101,-1.4,25,6,-3,-2.2
COc1ccc2c(ccc[n+]2CC(=O)c2ccc(C)cc2)c1,2,-1,-7,97,-0.1,18,3,15,-0.3
COc1ccccc1C(=O)C1CCCN(Cc2ccc3c(c2)OCCO3)C1 (stereo not drawn),-13,5,2,102,-3.0,-12,18,7,-2.2
O=C(CNC(=O)c1ccco1)OCN1C(=O)c2ccccc2C1=O,2,1,-3,98,-1.8,-11,-8,-1,-1.8
Cc1ccc(CCNC(=O)C2CCCN(S(=O)(=O)c3c(C)noc3C)C2)cc1 (stereo not drawn),2,3,6,103,-1.5,0,-3,-10,-1.8
CSc1ccccc1NC(=O)c1ccoc1C,-1,2,-1,106,-1.6,29,-4,-3,-5.9
CCCc1cc(=O)n2[nH]c(C)cc2n1,7,-3,6,91,-2.3,22,8,-2,-2.6
CC(NC(=O)c1cc(COc2cccc(C(F)(F)F)c2)on1)c1nccs1 (stereo not drawn),0,5,0,105,-3.5,3,0,-25,-1.5
O=C(c1cc(N2C(=O)C3C4CCC(C4)C3C2=O)ccc1Cl)N1CCN(c2ccc(F)cc2)CC1 (stereo not drawn),4,-2,10,97,-0.7,17,-8,-34,-0.7
O=C(NC1CCCCC1)c1ccc(S(=O)(=O)c2ccccc2)cc1,3,-10,0,82,-4.6,-4,9,-15,-2.7
COCCNC(=O)Cn1cc(C(=O)c2ccco2)c2ccccc21,2,-10,1,83,1.5,9,21,4,-4.8
COC(=O)c1cc(S(=O)(=O)NCC2CCN(Cc3ccc(Cl)cc3)CC2)cn1C,0,3,-9,122,-2.2,34,-11,35,0.0
COc1cccc2cc(C(=O)OC3CCN(C)CC3)c(=O)oc12,-12,7,0,110,3.7,10,5,-2,-2.6
CC(=O)N/N=C(/c1ccccc1)C(O)c1ccccc1 (stereo not drawn),-6,8,-2,107,-0.9,11,4,-6,-2.8
Cc1ccc(NC(=S)N2CCC(c3ccc(C)cc3)C2)cc1 (stereo not drawn),39*,0,-9,102,-2.9,-2,5,-17,-1.8
CCn1c(=O)cc(OCC(=O)N2CCCCCC2)c2ccccc21,0,0,-5,100,-1.2,18,21,-17,-2.1
CCOc1cccc(C2/C(=C(/O)c3ccc4c(c3)CC(C)O4)C(=O)C(=O)N2CCN2CCOCC2)c1 (stereo not drawn),2,1,-2,102,1.5,11,-2,-72,-1.1
COC(=O)[C@@H]1CCCN1Cc1c(C(=O)N2CCOCC2)nc2c(C)cccn12,-12,-3,-7,96,-3.0,8,13,-1,-2.3
CC(C)(C)C(=O)C(Cc1ccccc1Cl)n1cncn1 (stereo not drawn),9,7,-4,104,-4.8,29,11,-7,-0.5
COC(=O)c1ccc(-n2c(C)cc(/C=N/Nc3nc(C)cc(=O)[nH]3)c2C)cc1,12,-11,38*,95,-5.5,·,2,-21,-5.0
NC(=O)c1ccc(-n2nnnc2SCc2ccc(F)cc2)cc1,5,1,-7,103,-4.1,17,-2,-4,-4.7
COc1cc2c(cc1NC(=O)Nc1cccc(C)c1)oc1ccccc12,-5,30*,2,150*,-3.6,-2,18,5,-2.4
COc1ccc(/C=C\C(=O)NCc2ccc3c(c2)cc(C)n3C)cc1OC,24,4,2,70,3.9,4,8,-48,1.5
CCn1c(-c2ccc(C(C)(C)C)cc2)n[nH]c1=S,-13,-5,-5,93,-4.2,23,5,-15,-2.7
O=C(Oc1ccc(-c2nnco2)cc1)C1CCN(C(=O)c2ccc(F)cc2)CC1,-3,7,-3,110,-0.9,16,10,-28,-2.4
COC(=O)c1ccc(C)c(NC(=O)c2ccc(Cn3cc([N+](=O)[O-])cn3)o2)c1,-2,0,3,103,-4.3,16,-1,-12,-2.8
CC(C)c1cc(C(=O)N/N=C/c2ccoc2)c(O)c(C(C)C)c1,9,-2,7,100,-4.7,6,7,-21,-5.2
C/C(=N\Nc1ccc([N+](=O)[O-])cc1[N+](=O)[O-])c1cccnc1,4,1,-22,100,4.1,3,-4,11,-1.7
COc1cccc2cc(C(=O)NCCc3ccccc3)oc12,-3,4,-1,102,-1.2,0,10,-30,-3.3
O=C(CCCc1ccccc1)N1CCN(c2ccc([N+](=O)[O-])cc2)CC1,7,8,-8,107,-2.5,-12,-19,-10,-1.6
CC1CCCCN1C(=O)c1cc2nc(-c3ccccc3)cc(-c3ccccc3)n2n1 (stereo not drawn),-1,-3,-6,90,-2.1,0,18,-27,-2.3
COc1cc(-c2cc(C(=O)Nc3ccccc3N3CCOCC3)c3ccccc3n2)cc(OC)c1OC,8,-4,-7,99,-2.3,11,19,-3,-1.3
COC(=O)c1ccccc1NC(=O)NC1CC1,-8,0,-10,105,1.0,12,6,-7,-0.5
CC(C)C[C@H](NC(=O)OC(C)(C)C)C(=O)N1CCC(C(=O)O)CC1,5,·,7,·,-1.7,-18,-2,0,-3.1
CN(C)C=NC(=O)c1cccn1-c1ncc(C(F)(F)F)cc1Cl,8,-3,-4,94,-1.1,-28,-21,-10,-3.6
CCOC(=O)c1c(NC(=O)C2C3C=CC(C3)C2C(=O)O)sc2c1CCCC2 (stereo not drawn),9,-1,30,100,2.1,8,12,-44,-0.9
Cc1nc(N2CCC(C)CC2)c2c(C)c(C(=O)O)sc2n1,4,3,18,105,2.1,3,20,-29,-2.0
Cc1cccc(Nc2ncnc3onc(-c4ccc(F)cc4)c23)c1C,3,-5,22,92,-1.9,32,1,-37,-3.2
O=c1[nH]c(CSc2ccccn2)nc2ccccc12,3,-8,12,88,-4.3,16,18,-2,-2.0
FC(F)(F)c1nc(-c2ccccc2)ncc1-c1nnnn1-c1ccccc1,-2,-25,-4,54,-0.2,·,-12,-5,-2.5
Cc1cc(C)nc(SCc2nnc(SCC(=O)NCc3ccco3)n2-c2ccccc2)n1,9,2,12,101,3.0,-6,12,-31,1.2
Cc1ccc(/C=C2\SC(=S)N(CCCC(=O)Nc3ccccn3)C2=O)cc1,2,-2,7,97,-0.5,0,6,-2,-0.2
CCOC(=O)Cc1csc(NC(=O)C(C)(C)C)n1,-1,4,0,102,-1.4,-6,0,0,-2.5
O=C1CC(C(=O)Nc2ccc(Cl)cc2[N+](=O)[O-])C2(CCCCC2)O1 (stereo not drawn),-10,3,-1,108,-2.4,29,12,-2,-3.0
O=C(NCc1ccncc1)C(=O)Nc1nc(C23CC4CC(CC(C4)C2)C3)cs1,2,26,4,113,-5.7,7,-2,-20,-1.7
CCOC(=O)CCc1c(C)c2ccc3c(c2oc1=O)CN(CCCO)CO3,8,-1,1,97,-5.0,10,44,-7,-1.9

# Seven compounds drawn at random from the list so far, as already listed:
SMILES,M18AAP inhibitor,MEKK2 mut-MEK5,HCV NS3 hel inh,MEKK2wt PB1 HTS,VIM-2 inh,NALP1 inh,UBC9 SUMO inh,DNA FID counter,IMP-1 inh
O=C(NCc1ccncc1)C(=O)Nc1nc(C23CC4CC(CC(C4)C2)C3)cs1,2,26,4,113,-5.7,7,-2,-20,-1.7
O=C1CC(C(=O)Nc2ccc(Cl)cc2[N+](=O)[O-])C2(CCCCC2)O1 (stereo not drawn),-10,3,-1,108,-2.4,29,12,-2,-3.0
CC(C)C[C@H](NC(=O)OC(C)(C)C)C(=O)N1CCC(C(=O)O)CC1,5,·,7,·,-1.7,-18,-2,0,-3.1
Cc1cccc(Nc2ncnc3onc(-c4ccc(F)cc4)c23)c1C,3,-5,22,92,-1.9,32,1,-37,-3.2
CCOC(=O)CCc1c(C)c2ccc3c(c2oc1=O)CN(CCCO)CO3,8,-1,1,97,-5.0,10,44,-7,-1.9
CCOC(=O)c1c(NC(=O)C2C3C=CC(C3)C2C(=O)O)sc2c1CCCC2 (stereo not drawn),9,-1,30,100,2.1,8,12,-44,-0.9
FC(F)(F)c1nc(-c2ccccc2)ncc1-c1nnnn1-c1ccccc1,-2,-25,-4,54,-0.2,·,-12,-5,-2.5

# MEKK2 mut-MEK5: hit marks shown above
SMILES	M18AAP inhibitor	MEKK2 mut-MEK5	HCV NS3 hel inh	MEKK2wt PB1 HTS	VIM-2 inh	NALP1 inh	UBC9 SUMO inh	IMP-1 inh
Cc1cc(C)n(CCCN2CCC(C(=O)Nc3cccc(-c4cccc(F)c4)c3)CC2)n1	0	25*	-42	158*	-1.7	11	0	-1.3
COc1cc2c(cc1NC(=O)Nc1cccc(C)c1)oc1ccccc12	-5	30*	2	150*	-3.6	-2	18	-2.4
